Tb PYK inh: T. brucei pyruvate kinase inhibition; TbPYK enzyme, Kinase-Glo Plus ATP luminescence, 45 min; Potency, µM (top dose mostly 76.8 µM), for inactives: at the highest dose activity, negative = inhibition, most hits filed as inhibitors; actives 0.12% (n = 410,000); Q57TT1; note: potency is the fitted concentration of half-maximal effect; nearly all actives have a fitted effect of over 50% in size
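Readout: single end-point luminescence (Kinase-Glo Plus, 10 min). Reaction conditions were TbPYK/substrate plus 130 uM ADP, 45 min at RT, pH 7.2 TEA buffer. No-enzyme wells served as controls, and data were normalized before concentration-response fitting.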
AmpC detergent: inhibitors of E. coli AmpC beta-lactamase with detergent. AID 485294. actives 0.041% (n = 370,000). P00811. Potency, µM (top dose mostly 114 µM), for the others: top-dose activity change, negative = inhibition, actives largely listed as inhibitors. AmpC hydrolysis of nitrocefin, absorbance 480 nm, 0.01% Triton;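 note: potency is the fitted concentration of half-maximal effect; 0% = no-compound wells and -100% = no-enzyme wells; nearly all actives have a fitted effect of over 25% in size; some results filed as inactive show a strong effect at the top dose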
Target sequence (P00811 whole entry, looked up): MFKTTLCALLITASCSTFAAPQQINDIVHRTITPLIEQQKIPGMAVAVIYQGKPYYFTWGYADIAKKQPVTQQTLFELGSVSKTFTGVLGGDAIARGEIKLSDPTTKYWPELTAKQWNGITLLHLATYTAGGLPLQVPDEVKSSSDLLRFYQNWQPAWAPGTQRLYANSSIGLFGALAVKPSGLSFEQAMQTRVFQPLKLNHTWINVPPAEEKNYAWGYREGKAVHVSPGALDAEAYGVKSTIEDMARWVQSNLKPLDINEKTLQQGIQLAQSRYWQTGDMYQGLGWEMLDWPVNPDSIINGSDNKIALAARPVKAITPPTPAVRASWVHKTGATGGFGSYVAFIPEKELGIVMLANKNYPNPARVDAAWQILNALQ
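AmpC (5.3 nM in the dispensed reagent) in 20 mM phosphate pH 7.0 with 0.01% (detergent screen) or 0.0001% Triton X-100 was preincubated with compounds for 15 min at room temperature. Nitrocefin was then added from an 800 uM solution, and hydrolysis was followed at 480 nm.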
HCMV inh: blocks human cytomegalovirus replication. HFF cells, HCMV-luciferase reporter, 72 h; active compounds read low. AID 1259415. actives 4.5% (n = 410,000). activity change, negative = inhibition, % at 57.5 µM; in the data active = activity change below about -60%; inconclusive = no clear call, values can overlap the other calls; inactive = above about -39%
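Cell-based, HFFs, 1000 cells/well, 16 h 37C; cpds in DMSO + HCMV-luc, MOI 1 PFU/cell; 72 h 37C; OneGlo luminescence after 5 min RT; norm. to buffer vs Salinomycin 10uM.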
HCV inhibitor: inhibitors of hepatitis C virus infection; actives 3.4% (n = 340,000); Huh7.5.1 HCVcc-Cre infection, luciferase reporter, 44 h; AID 651820; Potency, µM (doses to about 41.8 µM), for the others: top-dose activity change, negative = inhibition, most hits filed as inhibitors; note: potency is the fitted concentration of half-maximal effect
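1,000 cells/well; 4 h culture; + compound; + HCVcc-Cre (~0.5 moi); 44 h; luciferase substrate, RT 15 min; read 15 sec.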
AMA1-RON2 inh: inhibitors of Plasmodium falciparum AMA1-RON2 interaction; AlphaScreen AMA1-biotinylated RON2 peptide binding; Potency, µM (titrated, usually from 58.2 µM), inactives show at the top dose activity change, negative = inhibition, hits mostly inhibitors; actives 0.2% (n = 360,000);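 note: potency is the fitted concentration of half-maximal effect; 0% = vehicle wells and -100% = peptide control; nearly all actives have a fitted effect of over 45% in size; some results filed as inactive show a strong effect at the top dose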
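AMA1 (3D7) with his tag at 25 nM final met compounds first, then biotinylated RON2 peptide at 25 nM; detection used donor plus acceptor beads, 10 µg/mL apiece, read by AlphaScreen after 30 min at room temperature.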
AmpC no deterg: AmpC beta-lactamase inhibition without detergent; actives 0.52% (n = 330,000); Potency, µM (highest dose often 57.1 µM), for inactives: top-dose activity change, negative = inhibition, actives largely listed as inhibitors; P00811; AID 485341; AmpC nitrocefin hydrolysis, absorbance 480 nm, 0.0001% Triton;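 note: potency is the fitted concentration of half-maximal effect; plate controls were no compound for no effect and no enzyme for full effect; nearly all actives have a fitted effect of over 20% in size; some results filed as inactive show a strong effect at the top dose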
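AmpC (5.3 nM in the dispensed reagent) in 20 mM phosphate pH 7.0 with 0.01% (detergent screen) or 0.0001% Triton X-100 was preincubated with compounds for 15 min at room temperature. Nitrocefin was then added from an 800 uM solution, and hydrolysis was followed at 480 nm.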
LmPK inhibitor: LmPK (Leishmania mexicana) enzyme inhibition; Q27686; purified LmPK, Kinase-Glo ATP luminescence, 1 h; Potency, µM (highest dose often 57.5 µM), for the others: top-dose activity change, negative = inhibition, hits mostly inhibitors; actives 0.37% (n = 290,000); note: potency is the fitted concentration of half-maximal effect
Target sequence (Q27686 whole entry, looked up): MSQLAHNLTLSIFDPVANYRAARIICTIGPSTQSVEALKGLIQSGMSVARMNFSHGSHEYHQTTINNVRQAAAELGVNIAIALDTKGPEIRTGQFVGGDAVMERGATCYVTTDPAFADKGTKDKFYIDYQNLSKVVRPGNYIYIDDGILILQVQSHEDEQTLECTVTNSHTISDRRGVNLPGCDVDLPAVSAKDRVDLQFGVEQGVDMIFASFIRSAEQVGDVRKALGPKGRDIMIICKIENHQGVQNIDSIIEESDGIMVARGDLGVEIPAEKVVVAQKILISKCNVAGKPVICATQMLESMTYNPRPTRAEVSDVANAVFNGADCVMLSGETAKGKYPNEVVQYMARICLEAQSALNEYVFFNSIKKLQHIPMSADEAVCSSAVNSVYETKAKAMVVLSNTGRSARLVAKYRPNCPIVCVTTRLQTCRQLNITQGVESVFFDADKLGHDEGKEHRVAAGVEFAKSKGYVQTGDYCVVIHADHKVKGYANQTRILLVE
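0.1 nM LmPK, 0.5 mM PEP, 0.1 mM ADP; 50 mM imidazole pH 7.2, 7 mM MgCl2, 50 mM KCl; 1 h RT. Kinase-Glo luminescence readout, normalized to no-enzyme (full inhibition) and uninhibited wells.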
The depositor's hits bear a star; ? = inconclusive; nt = no result given; & = joins results of further samples; [ ] = dose if it differs, or a comment. Unless noted, calls come from the whole dose curve; as a rule, active = well fitted curve in the direction sought with a large enough effect; inconclusive = small, poorly fitted or top-dose-only effect, or another doubt; inactive = no such curve, though single readings can be large; an effect the other way counts as inactive or inconclusive. Unless noted, % is set by controls: 0 for no effect and ±100 for the full control effect.

SMILES	Tb PYK inh	AmpC detergent	HCMV inh	HCV inhibitor	AMA1-RON2 inh	AmpC no deterg	LmPK inhibitor
COc1ccc(CNCC(O)(c2ccc(Cl)cc2)c2ccc(Cl)cc2)cc1OC	4%	5%	18	13µM*	-9%	37%	13%
O=S(=O)(c1ccc(Br)cc1)c1nnn2c1nc(NCCc1ccccc1)c1sccc12	0%	16%	25	nt	nt	nt	nt
Cc1ccc(CNC(=O)c2ccc(N(C)C)cc2)cc1	-1%	-14%	39	-1%	-17%	-33%	-1%
CCOC(=O)C1(CCOC)CCN(C(=O)Cc2ccc3ccccc3c2)CC1	2%	-19%	-24	-6%	-10%	115%[activator]	-2%
COc1ccc(NC(=O)COC(=O)CNS(=O)(=O)c2ccc(C)cc2)c(OC)c1	1%	?	44	-1%	4%	-21%	2%
O=C(Nc1ccc(Cl)cc1)P(=O)(O)c1ccccc1	0%	nt	2	10%	-4%	nt	nt
CCOC(=O)N1CCN(C(=O)COc2cc(=O)n(C)c3ccccc23)CC1	-1%	?	41	6%	1%	-5%	-9%
CCCOc1cccc(C(=O)Nc2cccc(-c3nc4ncccc4o3)c2C)c1	-2%	-5%	-14	nt	nt	nt	nt
CC(=O)Nc1ccc(C(=O)NNC(=O)C2CC2)cc1	7%	-7%	-36	18%	-5%	22%	1%
CCOC(=O)c1cnc(-c2ccccc2)nc1Oc1ccc(C)cc1	2%	2%	1	-8%	49%[activator]	-25%	-3%
CN(C)S(=O)(=O)c1ccc(Cl)c(C(=O)NCCNC(=O)c2cc(S(=O)(=O)N(C)C)ccc2Cl)c1	-8%	-3%	?	13%	21%	2%	-8%
COc1cccc(Nc2nc(N)nc(-c3oc4ccccc4c3C)n2)c1	-3%	-14%	14	?	-3%	26%	3%
CC(=O)c1cccc(-c2cnc3c(NC=O)cc(-c4ccccc4)cn23)c1	2%	nt	-27	nt	30%[activator]	nt	nt
CC(C)(C)c1ccc(NC(=O)COC(=O)c2ccc([N+](=O)[O-])s2)cc1	4%	-10%	-19	16%	-22%	-14%	2%
COc1ccccc1CN1CC(C(=O)NCCc2cn[nH]c2)CCC1=O (stereo unspecified)	2%	12%	-7	-6%	5%	112%[activator]	-9%
Cc1ccc(S(=O)(=O)NNC(=O)c2cccs2)c(C)c1	15%	-7%	-4	2%	-5%	-18%	2%
Cc1sc2ncn(-c3ccccc3)c(=O)c2c1C	-9%	4%	16	-9%	-5%	-10%	1%
COc1ccc2[nH]c(=O)c(CN(C(=O)c3ccncc3)C(C)C)cc2c1	-7%	?	-17	-7%	-6%	0%	1%
Cc1[nH]c2ccccc2c1N=Nc1ccccc1F	-1%	13%	-5	10µM*	-21%	-30%	3%
CCc1nnc(NS(=O)(=O)c2ccc(NC(=O)COc3ccc4ccccc4c3)cc2)s1	-1%	4%	1	23%	-2%	-8%	3%
O=C1CC(c2cccc(Cl)c2)CC(O)=C1C=NC1CCCC1 (stereo unspecified)	3%	-15%	-7	-8%	4%	20%	0%
Cc1ncc(C)c2c([N+](=O)[O-])cccc12	-9%	nt	-17	nt	-2%	nt	nt
CC(=O)Nc1nonc1-c1nc2ccccc2n1N(C(C)=O)C(C)=O	-1%	-16%	7	-13%	-1%	-23%	-1%
O=S(=O)(Nc1ccccc1)c1cccc2nsnc12	-3%	?	22	-5%	0%	14%	-1%
CCNC(=S)N1N=C2c3ccccc3CCC2C1c1ccc(F)cc1 (stereo unspecified)	0%	1%	37	?	-18%	-24%	1%
CC(OC(=O)c1cc(Cl)ccc1[N+](=O)[O-])C(=O)NC(C)c1ccc(F)cc1 (stereo unspecified)	-2%	-2%	-30	-18%	-8%	-10%	1%
COc1cc([N+](=O)[O-])ccc1NC(=O)CN1CCOCC1	-8%	-3%	?	19%	-3%	-11%	-3%
CC(C)(C)C(=O)NC(=S)NNC(=O)c1ccncc1	-7%	7%	29	-8%	9%	-13%	-1%
COC(C(=O)Nc1ccnn1C1CCN(Cc2ccc(Cl)s2)CC1)c1ccccc1 (stereo unspecified)	2%	3%	-17	-9%	1%	161%[activator]	2%
CC(C)(C)NC(=O)C1(C)CCC(=O)N1CCCn1ccnc1 (stereo unspecified)	-4%	nt	?	nt	-7%	nt	nt
Cc1ccc(OCC(O)CN2CCN(c3ccccc3)CC2)cc1 (stereo unspecified)	-1%	-16%	-4	9%	6%	12%	0%
O/N=C/c1cccnc1Sc1ccccc1	6%	0%	?	12%	-5%	-15%	5%
CCOc1ccc(CN(C(=O)c2ccco2)C2CCS(=O)(=O)C2)cc1 (stereo unspecified)	-1%	?	-23	5%	5%	-7%	-2%
Cc1ccc(NC(=O)CSc2nc3c(c(=O)[nH]2)CCC3)cc1C	-5%	-7%	40	-2%	6%	-31%	5%
COc1ccc(S(=O)(=O)n2cnc3ccccc32)c(C)c1	-6%	-3%	-18	-24%	-5%	-4%	3%
CCCn1c(SCC(=O)Nc2cccc(C)n2)nnc1-c1ccco1	6%	-8%	-18	-10%	-7%	-16%	4%
COc1ccc2nc(NC3=NCCC3)sc2c1	2%	-4%	111	9%	-13%	-12%	-9%
CC(C)(C)NC(=O)COC(=O)c1c2c(nc3ccccc13)CCC2	2%	-6%	-20	?	-5%	-31%	5%
CN(C(=O)COC(=O)c1cncc(Br)c1)C1CCS(=O)(=O)C1 (stereo unspecified)	-2%	-10%	-9	9%	-1%	-12%	-6%
Cc1c(C(=O)Nc2ccc(S(=O)(=O)Nc3ncccn3)cc2)oc2ccc(F)cc12	6%	-9%	-5	15%	-6%	-13%	5%
COc1cccc(OC)c1C(=O)Nn1c(-c2cccs2)nc2ccccc2c1=O	3%	2%	-39	7%	18%	-31%	-1%
Cc1c(Cl)cccc1NC(CC(=O)c1ccccc1)C(=O)OCC(=O)c1cccs1 (stereo unspecified)	-6%	6%	86	6%	-28%	-19%	12%
CCn1c2ccccc2c2cc(NC(=O)C(C)Oc3ccc(OC)cc3)ccc21 (stereo unspecified)	-1%	0%	-4	?	-8%	-17%	5%
CC12CN3CC(C)(CN(C1)C3c1ccc3c(c1)OCO3)C2O (stereo unspecified)	-4%	-5%	-15	7%	93%[activator]	-11%	1%
COc1ccc(C(c2nnnn2C2CCCC2)N2CCN(C3CCCC3)CC2)cc1OC (stereo unspecified)	-2%	1%	-22	-4%&7%	-9%	-9%	0%

10 entries out of the list, ordered by heavy-atom count, smallest number first.
SMILES	Tb PYK inh	AmpC detergent	HCMV inh	HCV inhibitor	AMA1-RON2 inh	AmpC no deterg	LmPK inhibitor
O/N=C/c1cccnc1Sc1ccccc1	6%	0%	?	12%	-5%	-15%	5%
COc1ccc2nc(NC3=NCCC3)sc2c1	2%	-4%	111	9%	-13%	-12%	-9%
COc1ccc(S(=O)(=O)n2cnc3ccccc32)c(C)c1	-6%	-3%	-18	-24%	-5%	-4%	3%
CC12CN3CC(C)(CN(C1)C3c1ccc3c(c1)OCO3)C2O (stereo unspecified)	-4%	-5%	-15	7%	93%[activator]	-11%	1%
Cc1ccc(NC(=O)CSc2nc3c(c(=O)[nH]2)CCC3)cc1C	-5%	-7%	40	-2%	6%	-31%	5%
CC(C)(C)NC(=O)COC(=O)c1c2c(nc3ccccc13)CCC2	2%	-6%	-20	?	-5%	-31%	5%
CCOc1ccc(CN(C(=O)c2ccco2)C2CCS(=O)(=O)C2)cc1 (stereo unspecified)	-1%	?	-23	5%	5%	-7%	-2%
COc1cccc(OC)c1C(=O)Nn1c(-c2cccs2)nc2ccccc2c1=O	3%	2%	-39	7%	18%	-31%	-1%
Cc1c(Cl)cccc1NC(CC(=O)c1ccccc1)C(=O)OCC(=O)c1cccs1 (stereo unspecified)	-6%	6%	86	6%	-28%	-19%	12%
COc1ccc(C(c2nnnn2C2CCCC2)N2CCN(C3CCCC3)CC2)cc1OC (stereo unspecified)	-2%	1%	-22	-4%&7%	-9%	-9%	0%

Other entries.
SMILES	Tb PYK inh	AmpC detergent	HCMV inh	HCV inhibitor	AMA1-RON2 inh	AmpC no deterg	LmPK inhibitor
CC(=O)Oc1ccc2oc(C)c(C(=O)N3CCOCC3)c2c1	-3%	-2%	-10	12%	-3%	-6%	0%
Cn1cnc(S(=O)(=O)NCc2ccc(Br)cc2)c1	0%	-2%	17	5%	14%	-12%	-4%
CC12CCC(C(=O)N(CC3CO3)C1=O)C2(C)C (stereo unspecified)	0%	8%	-10	20%	10%	-12%	-9%
COc1cc(NC(=O)c2cc(S(=O)(=O)N3CCCCC3)ccc2N2CCOCC2)cc(OC)c1OC	-9%	nt	127	18%	3%	nt	nt
O=C(Nc1ccccc1OC(F)(F)F)c1ccc([N+](=O)[O-])cc1	-11%	3%	12	-14%	-8%	-16%	5%
Nc1nonc1-c1noc(-c2ccccc2Br)n1	-1%	-9%	6	-18%	13%	-28%	-10%
CCOC(=O)c1cc2c(c(-c3cccc(C#Cc4ccc(OC)c(OC)c4)c3)n1)[C@@H](CCO)N(S(=O)C(C)(C)C)C2 (stereo partly specified)	4%	nt	9	nt	37%[activator]	nt	nt
COc1ccc(Cl)cc1S(=O)(=O)N1CCC(C(=O)NCc2ccco2)CC1	-16%	2%	-21	nt	1%	25%	1%
CCOc1ccc(NC(=O)CN(C)C(=O)C2CC(=O)N(Cc3ccco3)C2)cc1OCC (stereo unspecified)	0%	?	0	20%	-7%	0%	nt
CCC(C(=O)OCC(=O)c1c(N)n(CC(C)C)c(=O)n(C)c1=O)c1ccccc1 (stereo unspecified)	0%	-8%	?	?	3%	80%[activator]	nt
Cc1ccc(NC(=O)NCc2ccccn2)c(C)c1	-2%	-1%	13	5%	29%	20%	-7%
COc1ccc2cc(C(=O)C3CCCN(C(=O)c4sc(C)nc4C)C3)ccc2c1 (stereo unspecified)	-8%	-7%	0	?	-9%	172%[activator]	-2%

Source: PubChem BioAssay (National Center for Advancing Translational Sciences (NCATS))
